Source: PubChem
TcdB GH inh: blocks C. difficile toxin B glycohydrolase activity. P18177. TcdB glycohydrolase enzymatic assay, plate reader. inhibition, % at 9.99 µM. 0.24% of 350,000 active. AID 652162; in the data active = inhibition above about 10%
Target sequence (P18177 whole entry, looked up): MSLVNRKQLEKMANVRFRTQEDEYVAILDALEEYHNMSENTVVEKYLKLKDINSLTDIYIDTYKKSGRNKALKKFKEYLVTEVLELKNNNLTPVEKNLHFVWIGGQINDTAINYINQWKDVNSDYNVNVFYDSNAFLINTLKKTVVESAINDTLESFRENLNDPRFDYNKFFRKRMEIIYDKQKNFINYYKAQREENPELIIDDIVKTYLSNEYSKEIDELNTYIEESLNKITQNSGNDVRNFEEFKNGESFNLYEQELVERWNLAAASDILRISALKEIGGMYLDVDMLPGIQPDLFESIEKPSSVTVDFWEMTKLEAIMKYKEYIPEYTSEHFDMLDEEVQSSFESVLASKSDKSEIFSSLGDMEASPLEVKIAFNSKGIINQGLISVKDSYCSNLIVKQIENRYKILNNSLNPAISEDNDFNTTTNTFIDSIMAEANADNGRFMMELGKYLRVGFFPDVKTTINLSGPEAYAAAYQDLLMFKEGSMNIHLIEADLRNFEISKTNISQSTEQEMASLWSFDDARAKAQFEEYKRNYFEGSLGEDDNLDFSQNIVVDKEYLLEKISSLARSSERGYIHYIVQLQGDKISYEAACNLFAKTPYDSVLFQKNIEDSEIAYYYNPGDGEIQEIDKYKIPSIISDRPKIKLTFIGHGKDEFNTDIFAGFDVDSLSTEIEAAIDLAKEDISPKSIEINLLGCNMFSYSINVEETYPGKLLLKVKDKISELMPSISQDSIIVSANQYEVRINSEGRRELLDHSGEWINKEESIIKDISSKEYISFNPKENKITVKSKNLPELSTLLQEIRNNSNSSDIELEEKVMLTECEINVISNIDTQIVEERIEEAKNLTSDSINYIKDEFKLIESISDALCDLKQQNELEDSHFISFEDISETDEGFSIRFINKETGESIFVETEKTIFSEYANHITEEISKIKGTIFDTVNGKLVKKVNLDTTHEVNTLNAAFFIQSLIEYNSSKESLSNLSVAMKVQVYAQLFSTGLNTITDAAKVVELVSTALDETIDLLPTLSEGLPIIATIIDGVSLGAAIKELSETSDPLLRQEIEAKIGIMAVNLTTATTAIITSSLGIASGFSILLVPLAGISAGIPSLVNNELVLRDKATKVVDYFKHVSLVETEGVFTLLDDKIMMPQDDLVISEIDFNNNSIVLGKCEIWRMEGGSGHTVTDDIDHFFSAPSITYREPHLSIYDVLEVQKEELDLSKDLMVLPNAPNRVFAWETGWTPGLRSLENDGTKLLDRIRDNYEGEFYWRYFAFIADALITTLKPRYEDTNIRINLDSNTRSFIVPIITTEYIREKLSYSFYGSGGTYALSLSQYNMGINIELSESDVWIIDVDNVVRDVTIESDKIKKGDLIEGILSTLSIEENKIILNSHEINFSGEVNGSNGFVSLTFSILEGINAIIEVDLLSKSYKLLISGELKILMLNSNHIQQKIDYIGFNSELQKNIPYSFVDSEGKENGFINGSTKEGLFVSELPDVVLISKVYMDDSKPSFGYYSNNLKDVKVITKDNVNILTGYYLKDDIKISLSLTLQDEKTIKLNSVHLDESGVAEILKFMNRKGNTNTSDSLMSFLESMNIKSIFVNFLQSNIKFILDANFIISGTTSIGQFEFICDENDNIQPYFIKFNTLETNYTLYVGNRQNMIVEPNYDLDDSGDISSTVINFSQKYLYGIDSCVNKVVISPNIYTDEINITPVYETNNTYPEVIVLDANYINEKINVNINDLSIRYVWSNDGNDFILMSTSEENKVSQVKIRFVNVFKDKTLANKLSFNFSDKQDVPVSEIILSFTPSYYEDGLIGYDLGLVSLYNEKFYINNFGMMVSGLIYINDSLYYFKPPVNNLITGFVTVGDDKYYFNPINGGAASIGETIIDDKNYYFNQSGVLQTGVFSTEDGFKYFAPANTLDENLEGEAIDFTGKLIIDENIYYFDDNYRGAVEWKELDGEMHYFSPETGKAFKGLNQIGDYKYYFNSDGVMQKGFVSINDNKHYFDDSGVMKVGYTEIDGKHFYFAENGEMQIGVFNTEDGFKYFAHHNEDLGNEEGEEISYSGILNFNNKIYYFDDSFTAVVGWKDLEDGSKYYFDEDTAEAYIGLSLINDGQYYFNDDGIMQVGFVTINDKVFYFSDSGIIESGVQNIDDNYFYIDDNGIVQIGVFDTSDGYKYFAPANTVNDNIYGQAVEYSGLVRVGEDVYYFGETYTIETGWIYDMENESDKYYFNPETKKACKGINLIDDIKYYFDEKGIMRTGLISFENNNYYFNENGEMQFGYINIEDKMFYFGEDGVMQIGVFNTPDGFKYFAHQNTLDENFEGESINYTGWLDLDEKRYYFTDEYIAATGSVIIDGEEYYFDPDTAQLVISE
* hit, by the source's call. The list is partial (hit frequency here may not be typical).

Start of the data: the first two compounds, ahead of the listing:
SMILES	TcdB GH inh
C[C@@H]1CN([C@@H](C)CO)C(=O)Cc2cc(N(C)C)ccc2O[C@H]1CN(C)C	-9.8
C[C@@H]1CCCCO[C@H](CN(C)C(=O)Nc2ccc3c(c2)OCO3)[C@@H](C)CN([C@H](C)CO)C(=O)c2cc(NC(=O)Nc3ccc(C(F)(F)F)cc3)ccc2O1	-0.7

The list itself, from the start:
SMILES	TcdB GH inh
C[C@@H]1CN([C@@H](C)CO)C(=O)Cc2cc(N(C)C)ccc2O[C@H]1CN(C)C	-9.8
C[C@@H]1CCCCO[C@H](CN(C)C(=O)Nc2ccc3c(c2)OCO3)[C@@H](C)CN([C@H](C)CO)C(=O)c2cc(NC(=O)Nc3ccc(C(F)(F)F)cc3)ccc2O1	-0.7
C[C@H](CO)N1C[C@H](C)[C@H](CN(C)Cc2ccc(C(=O)O)cc2)OCCCC[C@H](C)Oc2ccc(NC(=O)Nc3ccc(F)cc3)cc2C1=O	-0.5
O=C(c1cccc(F)c1)N1CC(=O)N2[C@H](C1)[C@H](c1ccc(/C=C/c3ccccc3)cc1)[C@@H]2CO	1.1
C[C@@H]1CCCCO[C@H](CN(C)C(=O)Nc2cccc3ccccc23)[C@@H](C)CN([C@H](C)CO)C(=O)c2cc(NC(=O)Cc3ccccc3)ccc2O1	0.4
CO[C@H]1CN(C)C(=O)c2cc(NC(=O)Nc3cccc(F)c3)ccc2OC[C@H](C)N(C(=O)Nc2c(C)noc2C)C[C@@H]1C	0.5
O=C(NC[C@@H]1CC[C@@H]2[C@@H](CN2C(=O)NC2CCCC2)O1)c1ccc2c(c1)OCO2	-1.8
C[C@@H]1CN([C@H](C)CO)C(=O)c2cc(NC(=O)CCN3CCOCC3)ccc2O[C@@H]1CN(C)C(=O)Nc1cccc2ccccc12	0.7
CCCN1[C@@H]2c3ccc(-c4ccncc4)c(=O)n3C[C@@H]2[C@@H](CO)[C@@H]1C(=O)OC	-1.3
O=C(C[C@H]1CC[C@H]2[C@@H](COC[C@H](O)CN2Cc2cccc(F)c2)O1)NCCc1ccncc1	-0.3
CC(C)NC(=O)N(C)C[C@@H]1Oc2cc(C#Cc3ccccn3)ccc2S(=O)(=O)N([C@@H](C)CO)C[C@@H]1C	0.4
C[C@@H]1CN([C@H](C)CO)C(=O)Cc2cc(NC(=O)Nc3ccc(F)cc3)ccc2O[C@@H]1CN(C)C(=O)Nc1ccc(F)cc1	-1.0
C/C=C/c1ccc([C@@H]2[C@H](CO)N(C(=O)C3CC3)C23CN(S(=O)(=O)CC)C3)cc1	-0.2
Cc1ccccc1S(=O)(=O)N1CCCCN2[C@@H](CO)[C@H](c3ccc(-c4ccccc4)cc3)[C@@H]2C1	0.2
Cc1ccccc1S(=O)(=O)NCC[C@H]1CC[C@@H](NC(=O)C2CCC2)[C@@H](CO)O1	0.8
C[C@@H]1CN([C@H](C)CO)C(=O)c2cc(NC(=O)Cn3cnnn3)ccc2O[C@H]1CN(C)S(=O)(=O)c1cccs1	-2.4
Cc1noc(C)c1S(=O)(=O)N(C)C[C@@H]1Oc2ccc(NC(=O)Nc3ccc(F)cc3)cc2CC(=O)N([C@H](C)CO)C[C@@H]1C	-0.4
O=C(N[C@H]1CC[C@H](CCNC(=O)C2CC2)O[C@H]1CO)c1ccccn1	0.8
CO[C@H]1CN(C)C(=O)c2cc(NS(C)(=O)=O)ccc2OC[C@@H](C)NC[C@H]1C	-1.6
C[C@H]1CN([C@@H](C)CO)C(=O)c2cc(NS(=O)(=O)c3cccs3)ccc2O[C@H]1CN(C)Cc1ccc2c(c1)OCO2	0.6
C[C@H](CO)N1C[C@H](C)[C@@H](CN(C)S(=O)(=O)c2ccc(Cl)cc2)Oc2c(NC(=O)Nc3cccc4ccccc34)cccc2C1=O	0.4
O=C(c1cccc(F)c1)N1CC[C@@H]2[C@@H](CO)Nc3ccc(C#Cc4ccccc4)cc3[C@@H]21	0.8
CCCC#Cc1cnc2c(c1)C(=O)N([C@@H](C)CO)C[C@@H](C)[C@@H](CN(C)C(=O)c1cccnc1)O2	0.3
CO[C@@H]1CC[C@H]2CCOc3c(C#N)cccc3C(=O)N(C)C[C@H](C)C(=O)N(C)C[C@@H]1O2	-0.2
COc1ccc2c3c(n(C)c2c1)[C@@H](CO)N(C(=O)Nc1ccc(F)cc1)CC31CN(C(=O)CN2CCOCC2)C1	-0.3
CCNC(=O)[C@@H]1[C@@H](CO)[C@@H]2Cn3c(ccc(-c4ccc(OC)cc4)c3=O)[C@H]1N2CC	-0.9
CO[C@@H]1CN(C)C(=O)c2ccc(NC(=O)c3ccccc3F)cc2OC[C@@H](C)N(C(C)=O)C[C@@H]1C	-0.6
CCCNC(=O)Nc1ccc2c(c1)OC[C@@H](C)N(C(=O)C1CCC1)C[C@H](C)[C@@H](OC)CN(C)C2=O	0.9
O=C(NCC1CCCCC1)[C@H]1[C@H](CO)[C@H]2Cn3c(cccc3=O)[C@@H]1N2C(=O)c1ccncc1	0.9
C[C@@H]1CN([C@@H](C)CO)C(=O)c2cccc(N(C)C)c2O[C@H]1CN(C)C(=O)Nc1ccc(C(F)(F)F)cc1	-0.4
Cc1noc(C)c1S(=O)(=O)Nc1ccc2c(c1)CC(=O)N([C@@H](C)CO)C[C@H](C)[C@@H](CN(C)Cc1ccc(C(=O)Nc3ccccc3N)cc1)O2	0.6
C[C@H]1CCCCO[C@H](CN(C)C(=O)c2ccncc2)[C@@H](C)CN([C@@H](C)CO)C(=O)c2cc(NC(=O)Cc3ccccc3)ccc2O1	-6.6
C[C@@H]1CCCCO[C@@H](CN(C)S(C)(=O)=O)[C@H](C)CN([C@@H](C)CO)C(=O)c2cc(NS(=O)(=O)c3cccs3)ccc2O1	0.4
COCC(=O)N(C[C@@H]1N[C@@H](CO)[C@H]1c1ccc(-c2ccccc2)cc1)C(C)C	0.5
CCCN1C[C@H](C)[C@@H](OC)CN(C)C(=O)c2ccc(NC(=O)c3ccccc3F)cc2OC[C@@H]1C	-2.0
C[C@@H]1CN([C@H](C)CO)C(=O)CCCn2cc(nn2)CO[C@@H]1CN(C)S(=O)(=O)c1cn(C)cn1	-0.5
C[C@H](CO)N1C[C@H](C)[C@@H](CN(C)Cc2cccc(C(=O)O)c2)Oc2ncc(C#CC(C)(C)O)cc2C1=O	-1.2
C[C@@H]1CN([C@@H](C)CO)C(=O)c2cc(NC(=O)CCC(F)(F)F)ccc2O[C@@H](C)CCCCO[C@@H]1CN(C)Cc1ccc(C(F)(F)F)cc1	-0.2
COc1ccc(NC(=O)Nc2ccc3c(c2)C(=O)N([C@@H](C)CO)C[C@@H](C)[C@@H](CN(C)C(=O)Nc2ccccc2)OCCCC[C@H](C)O3)cc1	0.1
COc1ccc2c3c([nH]c2c1)[C@@H](CO)N(C(=O)Nc1ccc(F)cc1)CC31CN(C(=O)Nc2ccc3c(c2)OCO3)C1	-3.0
COc1ccc(NC(=O)Nc2ccc3c(c2)[C@H]2C[C@H](CC(=O)NCc4ccc5c(c4)OCO5)O[C@H](CO)[C@H]2O3)cc1	-1.0
C[C@@H]1CN([C@H](C)CO)C(=O)c2cc(NS(=O)(=O)c3ccc(F)cc3)ccc2O[C@H]1CN(C)Cc1ccc(C(=O)O)cc1	-0.1
CCC(=O)Nc1ccc2c(c1)OC[C@@H](C)N(C(=O)C1CC1)C[C@H](C)[C@@H](OC)CN(C)C2=O	1.5
O=C(Nc1cccc(Cl)c1)N[C@@H]1CC[C@@H](CCNC(=O)C2CCCCC2)O[C@H]1CO	-0.1
C[C@@H]1CN([C@@H](C)CO)C(=O)c2cc(NS(=O)(=O)c3ccc(Cl)cc3)ccc2O[C@H]1CN(C)Cc1ccc(C(=O)O)cc1	0.5
CCC(=O)N1CC2(C1)[C@@H](c1ccc(-c3cccc(F)c3)cc1)[C@@H](CO)N2CC1CC1	0.2
COCC#Cc1cnc2c(c1)C(=O)N([C@H](C)CO)C[C@@H](C)[C@H](CN(C)C(C)=O)O2	1.4
C[C@@H]1CN([C@@H](C)CO)C(=O)c2cc(NC(=O)Cc3cn(C)c4ccccc34)ccc2O[C@@H]1CN(C)S(=O)(=O)c1ccc(F)cc1	0.0
COc1ccc(S(=O)(=O)N(C)C[C@H]2Oc3cc(-c4cccc(F)c4)ccc3S(=O)(=O)N([C@H](C)CO)C[C@H]2C)cc1	0.2
COCC(=O)N1[C@@H](C#N)[C@@H](c2ccccc2C2=CCCCC2)[C@@H]1CO	-0.7
Cc1cccc(S(=O)(=O)N2CC[C@@H]3[C@H]2c2cc(C#Cc4ccc(F)cc4)ccc2N[C@@H]3CO)c1	0.3
COC(=O)C[C@@H]1C[C@@H]2c3cc(NC(=O)C4CCOCC4)ccc3O[C@@H]2[C@@H](CO)O1	0.7
O=C([C@H]1[C@H](CO)[C@H]2Cn3c(ccc(-c4cncnc4)c3=O)[C@H]2N1CC1CC1)N1CCCCC1	-0.4
CCC(=O)NC[C@H]1[C@@H](c2ccc(-c3ccc(OC)cc3)cc2)[C@@H](CO)N1C(C)=O	1.7
COc1ccc(NC(=O)N(C)C[C@@H]2Oc3ccc(NC(=O)CCC(F)(F)F)cc3CC(=O)N([C@@H](C)CO)C[C@H]2C)cc1	-1.1
COc1ccc(C(=O)N2C[C@H]3[C@@H](c4ccccc42)[C@@H](CO)N3Cc2ccccc2Cl)cc1	-0.6
C[C@@H]1CN([C@@H](C)CO)C(=O)Cc2cc(NC(=O)Cn3cnnn3)ccc2O[C@@H]1CN(C)S(=O)(=O)c1cn(C)cn1	-2.0
C[C@H]1CN([C@@H](C)CO)C(=O)c2cccc(NC(=O)NC3CCCCC3)c2O[C@H]1CN(C)Cc1ccc(Oc2ccccc2)cc1	-2.2
Cc1noc(C)c1NC(=O)Nc1ccc2c(c1)CC(=O)N([C@H](C)CO)C[C@@H](C)[C@@H](CN(C)S(=O)(=O)c1ccccc1)O2	-1.1
C[C@@H]1CN([C@H](C)CO)C(=O)Cc2cc(NC(=O)CCCCCC(=O)Nc3ccccc3N)ccc2O[C@@H]1CN(C)S(=O)(=O)c1ccc(F)cc1	-2.1

3 entries from above, arranged by SMILES length, falling:
SMILES	TcdB GH inh
O=C([C@H]1[C@H](CO)[C@H]2Cn3c(ccc(-c4cncnc4)c3=O)[C@H]2N1CC1CC1)N1CCCCC1	-0.4
Cc1ccccc1S(=O)(=O)N1CCCCN2[C@@H](CO)[C@H](c3ccc(-c4ccccc4)cc3)[C@@H]2C1	0.2
CO[C@@H]1CC[C@H]2CCOc3c(C#N)cccc3C(=O)N(C)C[C@H](C)C(=O)N(C)C[C@@H]1O2	-0.2

(cont.)
SMILES	TcdB GH inh
O=C(C[C@H]1CC[C@@H]2[C@H](COC[C@H](O)CN2Cc2cccc(-c3ccncc3)c2)O1)N1CCOCC1	-1.2
CNC[C@@H]1Oc2ccc(NS(=O)(=O)c3c(C)noc3C)cc2CC(=O)N([C@@H](C)CO)C[C@@H]1C	0.3
COCc1cn(CC[C@@H]2CC[C@@H](NC(=O)c3ccc(F)cc3)[C@@H](CO)O2)nn1	-0.1
COc1cccc(-c2ccccc2[C@@H]2[C@H](C#N)N(C(=O)Cc3ccccc3)[C@H]2CO)c1	1.8
CO[C@H]1CN(C)C(=O)c2cc(NC(=O)Nc3cccc(F)c3)ccc2OC[C@H](C)NC[C@@H]1C	0.6
C[C@H](CO)N1C[C@H](C)[C@H](CN(C)C(=O)C2CC2)Oc2cc(-c3ccncc3)ccc2S1(=O)=O	-0.4
COCC(=O)Nc1ccc2c(c1)C(=O)N(C)C[C@H](OC)[C@H](C)CN(C(=O)Cc1ccccn1)[C@@H](C)CO2	-0.3
COc1ccc2c3c([nH]c2c1)[C@H](CO)N(C(=O)CN(C)C)CC31CCN(CC2CC2)CC1	-2.0
O=C(CN1CCOCC1)N1CCCCN2[C@H](CO)[C@H](c3ccc(/C=C/c4ccccc4)cc3)[C@@H]2C1	0.6
C[C@H]1CN([C@@H](C)CO)C(=O)c2cc(C#Cc3ccccc3F)cnc2O[C@H]1CN(C)C(=O)Cc1cccnc1	0.2
CCCNC(=O)[C@H]1[C@H](CO)[C@H]2Cn3c(ccc(-c4cccc(F)c4)c3=O)[C@@H]1N2Cc1ccccc1F	-0.2
Cc1noc(C)c1NC(=O)N(C)C[C@@H]1Oc2ccc(NS(=O)(=O)c3cn(C)cn3)cc2C(=O)N([C@@H](C)CO)C[C@H]1C	-0.4

Some of the entries above in another layout:
> O=C(CN1CCOCC1)N1CCCCN2[C@H](CO)[C@H](c3ccc(/C=C/c4ccccc4)cc3)[C@@H]2C1
- TcdB GH inh: 0.6
> C[C@H]1CN([C@@H](C)CO)C(=O)c2cc(C#Cc3ccccc3F)cnc2O[C@H]1CN(C)C(=O)Cc1cccnc1
- TcdB GH inh: 0.2

(further entries)
SMILES	TcdB GH inh
COc1cccc(S(=O)(=O)Nc2ccc3c(c2)[C@H]2C[C@@H](CC(=O)N4CCCCC4)O[C@H](CO)[C@H]2O3)c1	-1.8
CNC[C@@H]1Oc2cc(C#CCN(C)C)ccc2S(=O)(=O)N([C@@H](C)CO)C[C@@H]1C	-0.3
COCCNC(=O)C[C@H]1CC[C@H]2[C@@H](COC[C@H](O)CN2S(=O)(=O)c2ccccc2C)O1	1.0
O=C(Cc1ccncc1)NCC[C@@H]1CC[C@@H](NC(=O)C2CCOCC2)[C@H](CO)O1	-1.6
COc1cccc(S(=O)(=O)N[C@@H]2CC[C@H](CCn3cc(-c4ccc(F)cc4)nn3)O[C@@H]2CO)c1	1.0
O=C(C[C@@H]1CC[C@@H]2[C@H](COC[C@H](O)CN2C(=O)Nc2ccc(F)cc2)O1)NC1Cc2ccccc2C1	0.9
CN1C(=O)c2cc(NC(=O)c3ccc(F)cc3)ccc2OC[C@@H]2O[C@@H](CC(=O)NCC3CC3)CC[C@H]21	2.0
COc1cccc(-c2cnc3c(c2)C(=O)N([C@@H](C)CO)C[C@@H](C)[C@@H](CN(C)Cc2ccc(F)cc2)O3)c1	-1.5
O=C(C[C@H]1CC[C@H]2[C@@H](COC[C@H](O)CN2CCC(F)(F)F)O1)NCc1ccc2c(c1)OCO2	-0.5
